# Screening data deposited in PubChem BioAssay by several laboratories.
# Avidin bead fluor – avidin bead compound fluorescence profile; Avidin beads, compound fluorescence 488/530 nm, flow cytometry; active compounds read high; fluorescence (KMESF) at 10 µM; 0.38% of 220,000 active; AID 1775; in the data active = fluorescence above about 47; note: inactives centre near 10
# Rac1 act GTP bind – modulators of GTP binding to human Rac1 activated mutant. AID 764. GST-Rac1 activated beads, fluorescent GTP binding, flow cytometry; actives lie on both sides; 100% means binding = to untreated wells. 0.11% of 190,000 active. percent activity (GTP binding), % at 10 µM;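 active = GTP binding at least 20 percentage points away from the 100% baseline, in either direction, so actives lie on both sides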
# Rab2A wt mod – changes GTP binding to wildtype dog Rab2A, up or down; GST-Rab2 wt beads, Bodipy-GTP binding, flow cytometry; GTP binding activity, % at 10 µM; 0.19% of 190,000 active; P61105;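 active = GTP binding activity at least 20 points away from 100%, either lowered or raised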;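 note: 0% = beads with excess unlabeled GTP and 100% = no-compound control corrected for plate trend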
# Cdc42 wt – modulators (inhibitors or activators) of GTP binding to human Cdc42 wildtype | P60953 | AID 761 | percent activity (GTP binding), % at 10 µM | GST-Cdc42 beads, Bodipy-GTP binding, flow cytometry; actives lie on both sides | 0.2% of 190,000 active;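 active = percent activity GTP binding at least 20 points away from the 100% baseline, either down as inhibitor or up as activator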;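 note: median bead fluorescence of bound Bodipy-FL-GTP at 100 nM; 0% = excess unlabeled GTP control and 100% = no compound control; below 100% means less GTP binding so inhibitor and above means activator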
# ABCG2 inh – human ABCG2 inhibition, ABCB1 as counter-screen; IgMXP3 cells, JC-1 efflux, flow cytometry; inhibition, % at 6.6 µM; 0.1% of 190,000 active; AID 1325; Q9UNQ0;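 active = inhibition above 80%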;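 note: 0% = DMSO and 100% = nicardipine control wells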
#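 test system = two drug-resistant human cell lines, ABCG2 and ABCB1 | amount = 3 million cells/mL final, two lines in 1:1 ratio | reagent = JC-1 transporter substrate | doses = one concentration, 6.6 µM final | incubation = 10 min at 25 °C | signal = flow cytometric JC-1 green MFI at 530 nm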
# HRas wt GTP – changes GTP binding to wildtype human HRas. P01112. GST-Ras wt beads, Bodipy-FL-GTP binding, flow cytometry; actives lie on both sides. GTP binding activity, % at 10 µM. 0.14% of 190,000 active;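 active = GTP binding activity at least 20% away from the 100% baseline, either lowered as inhibitor or raised as activator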;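 note: 0% = unlabeled GTP competition control and 100% = no-compound control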
# Pf gamet viab – inhibitors of late stage P. falciparum gametocyte viability; P. falciparum stage V gametocytes, ATP luminescence, 24 h; inhibition, % at 10.9 µM; 0.065% of 150,000 active; AID 743093;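 active = inhibition above the mean plus 3 SD of compounds within the control limits, set per campaign, cut at about 38% in these data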;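 note: 0% = DMSO wells and 100% = medium only without gametocytes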
# Rac1 wt modul – human Rac1 wildtype GTP binding, inhibitors and activators. P63000. GST-Rac1 beads, fluorescent GTP binding, flow cytometry; actives lie on both sides; 0 = cold GTP competed, 100 = untreated. GTP binding activity (% of control), % at 10 µM. 0.27% of 190,000 active. AID 757;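 active = GTP binding activity at least 20 points away from the 100% control level, either lower or higher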
# Rab7 wt modul – dog Rab7 wildtype GTP binding, inhibitors and activators; GST-Rab7 beads, fluorescent GTP binding, flow cytometry; actives lie on both sides; untreated = 100%, excess cold GTP = 0%; GTP binding activity (percent of control), % at 10 µM; 0.055% of 190,000 active;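 active = fluorescent GTP binding to Rab7 beads changed by at least 20 points from the 100% baseline, either direction, mostly lower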;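 note: median green fluorescence of bound Bodipy-FL-GTP per Rab7 bead population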
# ABCB1 inh – inhibitors of human ABCB1 transporter, ABCG2 counter-screen. P08183. CCRF-Adr cells, JC-1 efflux, flow cytometry. inhibition, % at 6.6 µM. 0.067% of 190,000 active. AID 1326; in the data active = inhibition above about 40%;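 note: 0% = vehicle and 100% = reference inhibitor; higher value means more JC-1 retained so stronger ABCB1 efflux block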
# Target sequence (P08183 whole entry, looked up): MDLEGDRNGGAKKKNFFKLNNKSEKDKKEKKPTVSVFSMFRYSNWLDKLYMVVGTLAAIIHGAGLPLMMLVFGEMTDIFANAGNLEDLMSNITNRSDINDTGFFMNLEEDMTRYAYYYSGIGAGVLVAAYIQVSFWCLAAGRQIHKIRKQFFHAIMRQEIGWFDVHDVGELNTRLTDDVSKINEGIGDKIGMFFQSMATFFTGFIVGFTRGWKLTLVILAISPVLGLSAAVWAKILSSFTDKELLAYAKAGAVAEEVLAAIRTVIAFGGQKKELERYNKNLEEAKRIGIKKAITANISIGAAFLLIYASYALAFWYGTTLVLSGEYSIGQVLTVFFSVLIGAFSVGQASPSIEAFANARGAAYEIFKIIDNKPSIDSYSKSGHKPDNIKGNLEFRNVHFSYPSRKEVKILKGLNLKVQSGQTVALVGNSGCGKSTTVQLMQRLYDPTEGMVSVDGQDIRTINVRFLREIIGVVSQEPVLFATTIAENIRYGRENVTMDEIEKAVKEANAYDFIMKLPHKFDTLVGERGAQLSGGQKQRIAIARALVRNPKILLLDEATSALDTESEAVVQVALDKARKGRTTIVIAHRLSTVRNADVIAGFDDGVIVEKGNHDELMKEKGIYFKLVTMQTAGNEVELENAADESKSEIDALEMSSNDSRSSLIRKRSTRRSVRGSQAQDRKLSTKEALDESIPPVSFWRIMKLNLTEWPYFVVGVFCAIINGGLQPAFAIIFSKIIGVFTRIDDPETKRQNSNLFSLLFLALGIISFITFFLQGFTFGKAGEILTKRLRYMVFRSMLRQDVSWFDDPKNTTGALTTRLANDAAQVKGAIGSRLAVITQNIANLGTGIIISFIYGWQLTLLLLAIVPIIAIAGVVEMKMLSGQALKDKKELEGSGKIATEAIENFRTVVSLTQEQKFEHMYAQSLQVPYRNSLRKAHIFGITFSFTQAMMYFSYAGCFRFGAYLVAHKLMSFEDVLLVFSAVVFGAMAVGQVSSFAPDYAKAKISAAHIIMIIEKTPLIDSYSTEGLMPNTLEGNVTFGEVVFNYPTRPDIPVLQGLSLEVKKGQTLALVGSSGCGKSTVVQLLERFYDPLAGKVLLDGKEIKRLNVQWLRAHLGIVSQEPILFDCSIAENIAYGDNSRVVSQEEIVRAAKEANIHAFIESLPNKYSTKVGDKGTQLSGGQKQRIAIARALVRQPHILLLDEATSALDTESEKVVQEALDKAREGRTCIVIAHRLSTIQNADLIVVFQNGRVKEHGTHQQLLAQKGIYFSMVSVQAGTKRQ
# Mcl1-Noxa inh – disrupts binding of human Mcl-1 to Noxa peptide | inhibition, % at 21.7 µM | TR-FRET Mcl-1/Noxa peptide binding, 2 h | 1.5% of 220,000 active | Q07820;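 active = compounds that cut the protein-peptide binding signal by more than 50% relative to plate controls in a single-dose test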;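 note: His-tagged Mcl-1 with rhodamine Noxa BH3 peptide and terbium anti-His antibody; 0% = Mcl-1 plus Noxa peptide wells and 100% = peptide-only wells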
# Numbers without * were called inactive; / = not tested or not shown.
SMILES,Avidin bead fluor,Rac1 act GTP bind,Rab2A wt mod,Cdc42 wt,ABCG2 inh,HRas wt GTP,Pf gamet viab,Rac1 wt modul,Rab7 wt modul,ABCB1 inh,Mcl1-Noxa inh
CCN(CC(=O)Nc1sc2c(c1C#N)CCC(C)C2)CC(=O)NC1CCS(=O)(=O)C1 (centres undefined),9,94.0,102.0,96.0,9.8,97.0,/,105.0,109.0,0.2,10.1
COc1cc(/C=C2\SC(=Nc3ccccc3)N(Cc3ccco3)C2=O)ccc1OC(C)C(=O)O (centres undefined),13,97.0,94.0,98.0,-4.5,96.0,-28.8,99.0,99.0,-0.7,20.4
CCCNC(=S)N1CCC(C(=O)c2ccc3c(c2)OCCO3)CC1,7,94.0,98.0,95.0,13.9,97.0,3.9,100.0,96.0,0.5,-13.6
CCN(CC)c1ccc(S(=O)(=O)N2CCOCC2)cc1NC(=O)c1cc(=O)c2ccccc2o1,15,96.0,96.0,97.0,6.4,97.0,-2.1,97.0,94.0,3.1,-9.6
COc1cc(OC)nc(NC(=O)CSc2nc3ccccc3o2)n1,6,100.0,104.0,100.0,3.9,99.0,/,92.0,101.0,0.0,17.2
O=C(CCn1nnc2ccccc2c1=O)NCC1CCC(C(=O)O)CC1 (centres undefined),13,102.0,101.0,105.0,4.8,103.0,-8.1,108.0,100.0,0.8,0.8
COc1cc(OC)cc(C(=O)N[C@H](C(=O)OCn2nnc3ccccc3c2=O)C(C)C)c1,9,96.0,98.0,100.0,16.2,97.0,6.1,100.0,100.0,2.2,5.9
CC(=O)N1c2c(cc(Br)cc2S(=O)(=O)Nc2c(C)n(C)n(-c3ccccc3)c2=O)CC1C (centres undefined),11,92.0,98.0,97.0,23.1,98.0,-8.1,98.0,93.0,1.2,13.3
CSc1nc(NCc2ccco2)c2c3c(sc2n1)CN(C)CC3,15,96.0,94.0,99.0,-0.8,96.0,/,100.0,91.0,0.0,57.3*
CCOc1ccc(S(=O)(=O)Nc2nc3ccc(OC)cc3s2)cc1,8,102.0,97.0,102.0,0.2,100.0,/,104.0,98.0,0.1,16.1
Cc1cc(OCC(=O)N(C)C2CCCCC2)ccc1Cl,3,98.0,100.0,96.0,4.9,99.0,-2.9,101.0,99.0,0.7,-3.2
Cc1cc(Nc2ccccc2Cl)n2nnnc2n1,9,97.0,97.0,97.0,0.8,97.0,8.2,99.0,98.0,0.5,10.3
CC12CS(=O)(=O)CC1SC(=S)N2Cc1ccccc1 (centres undefined),9,95.0,98.0,97.0,3.4,98.0,14.9,102.0,97.0,1.0,13.1
O=C1CC(N2CCSCC2)C(=O)N1c1cccc(Cl)c1 (centres undefined),6,96.0,98.0,95.0,3.0,98.0,/,104.0,97.0,0.5,-12.6
O=C1OC(c2ccc(Cl)cc2)/C(=C(/O)c2ccccc2)C1=O (centres undefined),38,97.0,97.0,102.0,0.1,99.0,/,101.0,98.0,0.1,22.1

# Some of these compounds in order of their number in Rac1 wt modul, lowest first.
SMILES | Avidin bead fluor | Rac1 act GTP bind | Rab2A wt mod | Cdc42 wt | HRas wt GTP | Rac1 wt modul | Rab7 wt modul | Mcl1-Noxa inh
COc1cc(OC)nc(NC(=O)CSc2nc3ccccc3o2)n1 | 6 | 100.0 | 104.0 | 100.0 | 99.0 | 92.0 | 101.0 | 17.2
CC(=O)N1c2c(cc(Br)cc2S(=O)(=O)Nc2c(C)n(C)n(-c3ccccc3)c2=O)CC1C (centres undefined) | 11 | 92.0 | 98.0 | 97.0 | 98.0 | 98.0 | 93.0 | 13.3
O=C(CCn1nnc2ccccc2c1=O)NCC1CCC(C(=O)O)CC1 (centres undefined) | 13 | 102.0 | 101.0 | 105.0 | 103.0 | 108.0 | 100.0 | 0.8

# Later entries:
SMILES,Avidin bead fluor,Rac1 act GTP bind,Rab2A wt mod,Cdc42 wt,ABCG2 inh,HRas wt GTP,Pf gamet viab,Rac1 wt modul,Rab7 wt modul,ABCB1 inh,Mcl1-Noxa inh
CCN(CC)S(=O)(=O)c1ccc(N2CCOCC2)c(NC(=O)c2cc(=O)[nH]c3ccccc23)c1,9,95.0,96.0,95.0,2.2,95.0,26.8,95.0,95.0,0.3,-5.0
O=C(/C=C/c1ccccc1)NC(N1CCOCC1)C(Cl)(Cl)Cl (centres undefined),14,98.0,97.0,98.0,14.3,98.0,-4.8,99.0,95.0,0.6,25.4
C(=N\Nc1nn2cnnc2c2ccccc12)/c1ccco1,13,89.0,72.0*,77.0*,4.6,75.0*,/,88.0,87.0,0.2,41.5
O=C(CSc1nnc2n(C3CCCC3)c(=O)c3ccccc3n12)N1CCCCCC1,19,95.0,97.0,101.0,8.9,100.0,7.9,103.0,100.0,2.2,0.8
Cc1nc(C/C(=N\Nc2ccccc2)c2ccc(O)cc2O)cs1,9,90.0,95.0,91.0,-0.9,97.0,/,94.0,103.0,-0.8,12.2
COc1ccc(/C(O)=C2/C(=O)C(=O)N(c3ncccn3)C2c2ccc(OC)c(OC)c2)cc1 (centres undefined),14,103.0,102.0,106.0,3.0,102.0,24.2,106.0,101.0,-0.1,0.8
CCN1CCN(c2nn3c(=O)c4ccccc4nc3c3ccccc23)CC1,8,100.0,95.0,99.0,15.4,97.0,13.6,100.0,101.0,3.5,23.6
O=C(CNc1ccccc1)N/N=C/c1ccc([N+](=O)[O-])o1,35,96.0,97.0,98.0,0.5,98.0,-12.9,98.0,96.0,0.1,18.1
Cc1ccccc1CS(=O)(=O)Cc1ccc(C(=O)NCCCN2CCOCC2)o1,7,97.0,98.0,97.0,2.0,99.0,-9.3,102.0,100.0,0.2,11.6
C=CCn1c(=O)c2c(nc3n2CCN3c2cccc(Cl)c2C)n(C)c1=O,23,101.0,102.0,103.0,30.0,103.0,20.7,105.0,100.0,1.6,-2.1
Cc1ccc(C(C)C)c(OCCNC(=O)c2cncc(Br)c2)c1,19,97.0,97.0,93.0,1.8,97.0,/,95.0,99.0,0.3,-6.9
Cc1nnc(SC(C)C(=O)Nc2ncc(Cl)cc2Cl)n1Cc1ccccc1 (centres undefined),9,100.0,101.0,102.0,1.8,102.0,/,102.0,102.0,0.4,-1.9
CCOc1ccc(NC(=O)C2=C(C)NC(=S)NC2c2ccc(O)c(OC)c2)cc1 (centres undefined),1,97.0,94.0,99.0,-4.6,97.0,-16.3,102.0,99.0,-0.6,7.3
O=c1[nH]c(-c2ccccn2)cc2ccccc12,8,102.0,102.0,102.0,8.3,103.0,5.8,102.0,106.0,0.8,14.4
CCC(C)NC(=O)Cn1cnc([N+](=O)[O-])c1 (centres undefined),9,94.0,94.0,92.0,-1.4,93.0,/,92.0,95.0,-1.0,8.2
O=C(/C=C/c1ccc(Cl)cc1)Nn1c(-c2cccs2)nc2ccccc2c1=O,9,97.0,96.0,97.0,-3.4,95.0,/,99.0,98.0,-0.1,9.2
Cc1ccccc1C(=O)N1CCC(C(N)=O)CC1,35,99.0,99.0,102.0,0.3,100.0,/,104.0,103.0,-0.2,18.4
CC(=O)/C(C#N)=C1\NC(=O)C(Cc2ccccc2)S1 (centres undefined),23,96.0,92.0,94.0,6.1,97.0,-4.3,99.0,93.0,0.7,29.8
COc1ccccc1Cn1nnc2c(=O)[nH]c(C3CCN(C(=O)c4ccccc4Cl)CC3)nc21,12,97.0,96.0,104.0,0.5,100.0,/,105.0,99.0,-0.1,-15.9
Cc1coc(=N)n1CC(=O)c1ccc(Cl)cc1,3,95.0,98.0,99.0,1.7,95.0,2.6,99.0,101.0,0.2,12.1
CCOC(=O)c1cc(NC(=O)Nc2ccc(Br)cc2)c(C)nc1C,11,94.0,96.0,96.0,-0.7,97.0,6.0,98.0,100.0,-0.6,15.5
COC(=O)c1ccccc1NC(=O)NCc1c(C)nn(C)c1C,16,98.0,100.0,99.0,16.1,98.0,-15.5,100.0,97.0,0.2,2.4
O=c1c2cnn(-c3ccccc3)c2nc(-c2cccs2)n1-c1ccc(Cl)cc1,8,100.0,101.0,104.0,6.6,104.0,/,103.0,101.0,0.7,23.7
Cc1nc(SCC(=O)N2CCOCC2)c2ccsc2n1,9,94.0,96.0,95.0,0.5,99.0,-12.3,100.0,101.0,-0.1,7.4
Cc1ccc(NC(=O)C2(c3ccccc3)CC2(Cl)Cl)cc1C (centres undefined),14,99.0,103.0,103.0,0.9,104.0,/,101.0,100.0,0.3,8.0
NC(=NC1CCCCC1)c1ccc(Cl)cc1,42,94.0,94.0,100.0,1.0,95.0,-8.3,101.0,93.0,-0.3,0.1
COC(=O)Cn1c(=NC(=O)c2ccc(Cl)s2)sc2cc(C)ccc21,2,100.0,98.0,98.0,-4.3,99.0,/,104.0,103.0,-0.8,-7.0
COc1cccc(C2=Nn3c(nnc3-c3ccccc3O)SC2)c1,9,97.0,98.0,99.0,1.4,100.0,/,99.0,102.0,0.2,9.3
COc1ccc(-c2cc(=Nc3ccc(C(=O)O)cc3)c3cc(C)ccc3o2)cc1,6,93.0,99.0,96.0,14.1,98.0,/,98.0,107.0,0.2,20.7
COc1ccc(CN2CCNC(=O)C2CC(=O)N(C)Cc2nccn2C)cc1OC (centres undefined),6,95.0,99.0,96.0,-0.6,99.0,-6.3,99.0,101.0,0.4,3.2
Cc1ccc(C(=O)O)cc1NC(=O)CCc1ccccc1,11,92.0,95.0,96.0,0.3,96.0,-23.3,96.0,95.0,0.0,16.4
CC/C(C)=C1\SC(N2CCN(C(C)=O)CC2)=NC1=O,6,96.0,97.0,97.0,2.2,96.0,/,98.0,96.0,0.5,14.0
O=S(=O)(c1ccc2ccccc2c1)n1cnc2ccccc21,30,96.0,98.0,99.0,0.1,101.0,/,97.0,98.0,0.1,16.7
COCCCn1c(SCC(=O)Nc2nnc(C)s2)nnc1-c1ccoc1C,12,98.0,103.0,102.0,0.9,105.0,-4.0,102.0,102.0,0.2,-3.1
CC(=O)Nc1ccc(SCC(=O)O)cc1,10,98.0,97.0,97.0,3.1,98.0,3.5,98.0,93.0,1.0,16.7
CC(=O)Nc1cc(S(=O)(=O)Nc2ccccc2C)c(C)cc1C,17,98.0,99.0,102.0,5.4,104.0,12.5,105.0,101.0,0.5,-4.6
CCN(Cc1cnn(C)c1)Cc1nc(Cc2ccccc2Cl)no1,9,98.0,100.0,101.0,0.7,100.0,-3.5,103.0,97.0,0.2,-11.0
COc1cccc(OC)c1OCCCN1CCOCC1,11,100.0,103.0,103.0,1.6,102.0,/,103.0,105.0,0.7,29.1
COc1ccc(-c2nc3ccccc3c(=O)n2N)cc1,12,102.0,106.0,104.0,-5.5,107.0,-18.4,106.0,104.0,-5.2,-10.7
C=CCOc1ccc2nnc(C)n2n1,6,102.0,100.0,102.0,2.8,102.0,15.1,103.0,100.0,0.5,13.0
CCCC(=O)Nc1nnc(-c2ccc(Cl)s2)o1,7,95.0,95.0,95.0,2.1,91.0,/,95.0,91.0,0.7,-2.4
O=c1c2ccccc2ncn1CCCSc1ccccc1,19,102.0,107.0,106.0,2.0,108.0,/,105.0,111.0,0.6,6.0
